Screens: PubChem BioAssay, National Center for Advancing Translational Sciences (NCATS)
Epigenetic reg: derepresses silenced GFP reporter in murine cells | Potency, µM (highest dose often 53.9 µM), without a hit: at the highest dose GFP activation, actives largely listed as activators | 0.2% of 280,000 active | murine LDR cells, GFP reporter derepression, 30 h; also: % of control where 0% means no effect; nearly all actives have a fitted effect of over 60% in size
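GFP-positive cell count by laser-scanning cytometry (objects 20–120 um) after 30 h, 37 C compound exposure of murine LDR cells; reporter is CMV-GFP integrated at a silenced locus, inducible by HDAC or DNMT inhibitors.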
RECQ1 inh: RECQ1 (human) helicase inhibition. P46063. 0.54% of 240,000 active. Potency, µM (highest dose often 57.3 µM), without a hit: top-dose activity, negative = inhibition, hits mostly inhibitors. RECQ1 DNA unwinding, red fluorescence kinetic read;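 also: plate controls were vehicle for no effect and no enzyme for full effect; nearly all actives have a fitted effect of over 30% in size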
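50 nM RECQ1T1 preincubated 15 min with compound in Tris pH 8.0 buffer with MgCl2, DTT, Tween-20 and 2.5 ug/ml poly(dI-dC); started with 200 nM TAMRA/BHQ-2 forked duplex and 2 mM ATP. Unwinding read as fluorescence (525/598 nm), two reads 2 h apart.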
SMN2 splice enh: SMN2 splice variant enhancement | HEK293 SMN2-luciferase splicing reporter, luminescence, 30-36 h | Potency, µM (doses to about 46.1 µM), inactives show at the top dose activity change, positive = activation, most hits filed as activators | 2.8% of 210,000 active | AID 1458; also: % of control where 0% means no effect; nearly all actives have a fitted effect of over 55% in size
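HEK293 cells carry an SMN2 minigene-luciferase reporter in which exon 7 inclusion puts luciferase in frame. Cells were seeded at 2000 cells/well, attached for 10-12 hours, then exposed to compounds for 30-36 hours at 37C before ONE-Glo luminescence.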
NPSR antag: antagonists of human neuropeptide S receptor cAMP signaling; AID 1461; Potency, µM (doses to about 38.3 µM), for the others: top-dose activity change, negative = inhibition, actives largely listed as inhibitors; Q6W5P4; 1% of 220,000 active; CHO-NPSR cells, cAMP TR-FRET, antagonist mode; also: % is scaled to controls: 0 for no effect and ±100 for the full control effect; nearly all actives have a fitted effect of over 50% in size; many of its hits are not listed in these tables
Target sequence (Q6W5P4 whole entry, looked up): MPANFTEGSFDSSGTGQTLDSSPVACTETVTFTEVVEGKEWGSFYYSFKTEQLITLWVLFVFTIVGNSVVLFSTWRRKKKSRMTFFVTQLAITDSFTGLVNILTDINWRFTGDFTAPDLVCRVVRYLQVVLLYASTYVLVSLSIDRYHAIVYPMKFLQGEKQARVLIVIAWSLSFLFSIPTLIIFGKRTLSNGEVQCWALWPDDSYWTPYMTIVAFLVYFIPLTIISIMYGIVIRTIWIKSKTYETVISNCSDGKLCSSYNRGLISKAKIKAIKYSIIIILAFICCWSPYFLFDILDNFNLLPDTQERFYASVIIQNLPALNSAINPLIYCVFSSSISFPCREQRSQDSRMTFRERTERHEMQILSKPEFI
JMJD2E inh: inhibitors of human JMJD2E histone demethylase | AID 2147 | Potency, µM (series often up to 57.1 µM), without a hit: at the top dose activity change, negative = inhibition, hits mostly inhibitors | JMJD2E catalytic domain, FDH-coupled NADH fluorescence (FDH is formaldehyde dehydrogenase) | 1.6% of 230,000 active | B2RXH2; active = well fitted inhibition curve with a large enough effect, not every such curve was filed as active; inconclusive = small, poorly fitted or top-dose-only effect, or another doubt; inactive = no such curve, though single readings can be large or run the other way;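 also: 0% = wells with enzyme and -100% = buffer wells without enzyme; nearly all actives have a fitted effect of over 50% in size; many of its hits are not listed in these tables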
Target sequence (B2RXH2 1-337 limits assumed): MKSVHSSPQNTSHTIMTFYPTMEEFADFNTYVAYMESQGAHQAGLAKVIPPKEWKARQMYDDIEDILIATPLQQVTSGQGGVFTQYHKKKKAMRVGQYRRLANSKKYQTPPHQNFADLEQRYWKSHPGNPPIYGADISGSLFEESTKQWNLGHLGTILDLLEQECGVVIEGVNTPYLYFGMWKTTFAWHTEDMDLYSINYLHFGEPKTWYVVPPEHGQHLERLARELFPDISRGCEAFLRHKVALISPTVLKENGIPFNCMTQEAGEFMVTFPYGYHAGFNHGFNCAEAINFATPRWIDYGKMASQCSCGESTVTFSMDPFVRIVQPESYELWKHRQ
Luc counter: blocks Kinase-Glo luciferase, a counter-screen artifact; Kinase-Glo luciferase, ATP luminescence, 8 min; Potency, µM (doses to about 38.3 µM), without a hit: at the top dose activity change, negative = inhibition, usual class: inhibitors; 0.28% of 200,000 active; AID 1379; also: % is scaled to controls: 0 for no effect and ±100 for the full control effect; nearly all actives have a fitted effect of over 60% in size
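Luminescence was the read-out, taken after 8-minute incubation at ambient temperature. Luciferase turned over luciferin with 10 uM ATP in imidazole pH 7.2 buffer containing KCl, MgCl2, Tween 20 and BSA.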
IMPase Li cell: membrane-permeable IMPase blocker, potentiated with lithium; CHO-M1 cells, IP1 TR-FRET (IP-One), carbachol + lithium; Potency, µM (doses to about 59.4 µM), without a hit: at the highest dose activity, negative = IMPase inhibition, usual class: inhibitors; AID 1457; 0.35% of 210,000 active;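 also: IP1 builds up when IMPase is blocked and the TR-FRET signal falls; plate controls were basal vehicle for no effect and high inhibitor control for full effect; nearly all actives have a fitted effect of over 50% in size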
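CHO cells stably expressing M1 receptor (2000/well) were cultured 16–30 h, then exposed to compounds with a small lithium addition for 30 min at 37C. IP1 was measured by TR-FRET competition; AC50 from Hill fits.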
RGS12 GoLoco inh: blocks human Gai1 binding to RGS12 GoLoco peptide, red readout; P63096; Gai1:RGS12 GoLoco peptide FP, rhodamine, 10 min; Potency, µM (series often up to 61.6 µM), for the others: top-dose activity, negative = inhibition, actives largely listed as inhibitors; 0.44% of 230,000 active; active = well fitted inhibition curve with a large enough effect, not every such curve was filed as active; inactive = no such curve, though single readings can be large or run the other way; also: % is scaled to controls: 0 for no effect and ±100 for the full control effect; nearly all actives have a fitted effect of over 30% in size; many of its hits are not listed in these tables
Target sequence (P63096 whole entry, looked up): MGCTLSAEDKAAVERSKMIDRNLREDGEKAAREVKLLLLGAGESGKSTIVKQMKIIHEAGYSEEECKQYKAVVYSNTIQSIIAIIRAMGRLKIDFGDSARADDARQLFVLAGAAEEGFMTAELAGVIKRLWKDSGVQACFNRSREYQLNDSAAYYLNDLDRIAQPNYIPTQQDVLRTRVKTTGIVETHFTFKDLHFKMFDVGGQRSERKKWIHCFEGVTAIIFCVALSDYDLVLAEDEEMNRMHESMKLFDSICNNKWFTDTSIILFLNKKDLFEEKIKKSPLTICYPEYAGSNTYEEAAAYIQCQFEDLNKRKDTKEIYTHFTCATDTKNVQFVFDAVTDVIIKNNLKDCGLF
* = called active by the depositor; i = inactive; ? = inconclusive; / = no result given; & = joins results of further samples; [ ] = another dose, or the depositor's remark. Unless noted, calls follow the shape of the dose curve; as a rule, active = well fitted curve in the direction sought with a large enough effect; inconclusive = small, poorly fitted or top-dose-only effect, or another doubt; inactive = no such curve, though single readings can be large; an effect the other way counts as inactive or inconclusive. Potency is read from the fitted curve at half-maximal effect.

Values in the order – Epigenetic reg	RECQ1 inh	SMN2 splice enh	NPSR antag	JMJD2E inh	Luc counter	IMPase Li cell	RGS12 GoLoco inh
Cc1ccc(NC(=O)NC2(C(=O)NCc3ccccc3)CCCCC2)cc1
 : 2.5%	1%	1%	-14%[46.1 µM]	4%	0%	58%[activator][38.3 µM]	0%
CCOc1ccc(C(=O)Nc2ccc3c(c2)OCCO3)cc1[N+](=O)[O-]
 : -0.9%	-1%	-28%	20%	-1%	-1%	-2%	2%
COc1cc(OC)nc(NC(=O)NS(=O)(=O)c2ccccc2Cl)n1
 : 2.5%	-3%	/	-18%	8%	/	/	4%
CC(C)CCn1c(SCC(=O)c2ccccc2)nc2c1c(=O)[nH]c(=O)n2C
 : -0.7%	0%	-6%	-11%[46.1 µM]	-6%	-4%	-6%[38.3 µM]	3%
COc1ccc(Oc2cc(C)c3cccc(C)c3n2)cc1
 : -1.5%	-2%	-11%	-15%[46.1 µM]	-3%	14%	-4%[38.3 µM]	-1%
COc1ccc(CC(=O)Nc2cc(S(=O)(=O)N3CCCCC3)ccc2C)cc1OC
 : -0.3%	-10%	/	-8%	-4%	/	9%	3%
CCN(CC)C(=O)c1cccc2nc3ccccc3nc12
 : -1.2%	-5%	/	-3%	5%	/	/	4%
Cc1c(=O)n(OCc2cccc(F)c2)c2ccccc2[n+]1[O-]
 : ?	-2%	-4%	-9%[46.1 µM]	?	-5%	19%[38.3 µM]	53%[activator]
O=C1CC(c2cccs2)c2cc3c(cc2N1)OCCO3 (stereo unspecified)
 : -4.8%	i	-4%	-8%[46.1 µM]	-1%	-3%	14%[38.3 µM]	2%
CCCN(CCC)C(=O)Cn1c2ccccc2c2nc(=O)cc(C)n21
 : -0.2%	-3%	-5%	-10%[46.1 µM]	?	-3%	3%[38.3 µM]	-5%
CC(=O)ONC(=Nc1ccccc1)c1nonc1N
 : 6.7%	-18%	/	13%	-2%	/	/	3%
COc1ccc(-c2nc(SC)n(S(=O)(=O)c3ccccc3)n2)cc1
 : 1.5%	-11%	12%	-6%[7.67 µM]	8%	-5%	21%[38.3 µM]	2%
Cc1ccccc1N(C(=O)c1csnn1)C(C(=O)NC(C)(C)C)c1cccs1 (stereo unspecified)
 : -1.1%	i	/	16%	4%	-5%	14%	13%
O=C(N/N=C/c1ccc(O)cc1)c1nc(-c2ccccc2)n(-c2ccccc2)n1
 : -1.9%	-5%	16%	-21%	4%	-1%	6%	2%
Cc1ccc(OCC(=O)Nc2ccccc2N2CCOCC2)c(C)c1
 : 2.1%	i	-10%	?	-12%	-5%	9%[38.3 µM]	5%
O=C(NCc1ccccc1Cl)C1CCN(c2cnccn2)CC1
 : -0.4%	0%	9%	2%	?	1%	3%	4%
CCOC(=O)N1CCN(c2cc(=O)n(-c3ccc(Br)cc3)c(=O)[nH]2)CC1
 : -0.4%	-3%	-13%	-2%[46.1 µM]	6%	-2%	16%[38.3 µM]	-6%
CCOC(=O)c1c(/N=C/c2ccc(O)cc2O)sc2c1CCC2
 : 0.9%	-5%	3%[1.84 µM]	18%	?	-2%	-8%	8%
COc1ccccc1CCNC(=O)CCSc1nc(-c2ccco2)cc(C(F)(F)F)n1
 : -0.4%	4%	-20%	?	6%	-2%	10%	21%
CCOCCCNC(=O)c1ccc2c(c1)N(Cc1ccccc1)C(=O)CS2=O (stereo unspecified)
 : -0.8%	-6%	-6%	-9%[46.1 µM]	-15%	3%	37%[activator][38.3 µM]	4%
COc1ccc(CC(=O)OCC(=O)Nc2ccc3c(c2)OCO3)cc1
 : -1.2%	i	23%	-4%	-8%	0%	5%	4%
CN(C)c1oc(COc2ccc(F)cc2)nc1C#N
 : 1.1%	1%	-11%	-1%	9%	0%	-1%	7%
COCC(=O)N(C)C1(c2nnnn2CCOC(=O)Nc2ccc(Cl)cc2)CCCCC1
 : 1.0%	i	-9%	0%	5%	4%	6%	10%
CC(=O)Nc1ccc(NC(=O)C(C)OC(=O)c2ccccc2NS(=O)(=O)c2cccs2)cc1 (stereo unspecified)
 : 1.2%	-9%	/	-57%	-24%	/	/	-4%
CCN1CC=C2C(C#N)=C(N)C(C#N)(C#N)[C@H](c3cccc(OC)c3OC)[C@H]2C1
 : -0.8%	-1%	15%	-6%[46.1 µM]	?	1%	7%[38.3 µM]	9%
Cc1[nH][nH]c(=O)c1C(c1cc2c(cc1Br)OCO2)c1c(C)[nH][nH]c1=O
 : -0.1%	i	-2%	6%	-11%	0%	5%	-9%
Cc1ccc(S(=O)(=O)Nc2cc(=O)[nH]c(SCC(=O)Nc3cccc(C)c3)n2)cc1
 : -0.7%	-10%	/	-30%	-2%	/	/	-9%
C#CCOCCOCCOCCNc1nc(N2CCN(C(=O)[C@H]([C@@H](C)CC)n3cc(CCCN=C(N)N)nn3)CC2)nc(N2CCN(C(=O)[C@H](C)n3cc(CCCN=C(N)N)nn3)CC2)n1
 : 3.1%	i	-7%	13%	?	5%	23%	-1%
CC(=O)N(C)c1cccc([N+](=O)[O-])c1
 : 2.6%	i	15%	18%	3%	2%	-6%	-11%
CSc1ccc(-c2nc3cnccn3c2Nc2ccc3c(c2)OCO3)cc1
 : -0.6%	-15%	-2%	?	-8%	-1%	10%[38.3 µM]	-11%
c1ccc(-c2csc(Cc3nnc4n3CCCCC4)n2)cc1
 : 7.1%	0%	-15%	10%[46.1 µM]	4%	-3%	-2%[38.3 µM]	10%
Cc1ccc(OCC(=O)NNC(=S)NC(=O)C(C)(C)C)c(Br)c1
 : -0.6%	i	-47%[inhibitor]	-16%	?	3%	8%	10%
CN(C)n1cccc1/C=C(\C#N)S(=O)(=O)c1cccc(Cl)c1
 : -1.7%	2%	/	-28%	1%	/	/	2%
c1ccc(OCc2nnc3sc(C4COc5ccccc5O4)nn23)cc1 (stereo unspecified)
 : -0.2%	-15%	0%	-9%[46.1 µM]	3%	-1%	-2%[38.3 µM]	16%
O=C(CSc1nnnn1-c1ccccc1F)Nc1nc2ccccc2s1
 : 0.7%	-14%	-68%	-10%[46.1 µM]	-5%	0%	?	214%[activator]
COc1ccccc1NC(=S)NC(=O)c1c(-c2ccccc2Cl)noc1C
 : -1.8%	8%	-7%	-38%	-3%	-1%	5%	16%
COc1ccc(CN2CCN(c3ncccn3)CC2)c(OC)c1
 : -1.1%	-4%	45%	-4%[46.1 µM]	?	-2%	3%[38.3 µM]	-1%
CCOC(=O)C1C(=O)CC(C)(O)C(C(=O)OCC)C1c1ccc(Br)cc1 (stereo unspecified)
 : 1.1%	-1%	-22%	-17%[46.1 µM]	-1%	-3%	11%[38.3 µM]	-13%
Cn1c([N+](=O)[O-])cnc1CN1CCN(CCO)CC1
 : /	/	-7%[9.22 µM]	/	/	-6%[7.66 µM]	0%	3%[14.2 µM]
COC(=O)[C@@]1(Cc2ccc(OC)cc2)[C@H]2c3cc(C(=O)N(C)C)n(C[C@H](O)CO)c3C[C@H]2CN1C(=O)c1ccccc1
 : -2.7%&0.6%	1%&2%	?	6%	6%&-6%	2%&1%	-7%&-3%	16%&4%
O=C(O)CN1C(=O)CNC1=O
 : 0.0%	-4%	10%	1%[46.1 µM]	2%	0%	1%	6%
O=C(CCN(NC(=O)c1ccccc1)C1=NS(=O)(=O)c2ccccc21)NC1CCCCC1
 : 0.0%	-4%	-16%[1.84 µM]	15%	-2%	-1%	16%	-8%
O=[N+]([O-])c1cc(-c2ccc(/C=N/c3nc4ccccn4c3-c3ccco3)o2)ccc1Cl
 : -4.8%	-20%	-2%	?	?	-23%	64%[activator][38.3 µM]	1%
COc1cccc(/C=N/Nc2nc3ccccc3[nH]2)c1OC
 : 1.2%	-5%	/	-10%	-26%	/	/	10%
Cc1cccc(-c2cc(C(=O)NCc3ccccn3)c3ccccc3n2)c1
 : -1.0%	-2%	12%	14%	?	1%	-6%	15%
Cc1ccc(SCC2=NN(c3nc(C)cc(C)n3)C(=O)C2)cc1
 : 0.0%	-6%	?	10%	-9%	-3%	1%	6%
O=C(COC(=O)CSc1nnc(-c2ccc(Cl)cc2)o1)Nc1cc(Cl)cc(Cl)c1
 : 0.0%	i	7%	11%	5%	1%	-6%	12%
COCC(=O)N1CCC2(CCCN(Cc3ccc(C#N)cc3)C2)CC1
 : /	-4%	-8%	/	/	1%	22%	7%
Nc1ccc(S(=O)(=O)NNC(=O)C(=O)NNc2ccccc2)cc1
 : 0.0%	-8%	-40%[inhibitor]	18%	3%	2%	1%	-1%
CC(C)(C)NC(=O)CSc1nc2ccccc2n1-c1ccccc1
 : 3.9%	i	-1%	?	-2%	-6%	26%[38.3 µM]	19%
CC(=O)c1cc2c(cc1N/C(=N/S(=O)(=O)c1ccc(Br)cc1)c1ccccc1)OCO2
 : 1.1%&-1.3%	i	-54%[inhibitor]	-30%	?	-1%	?	14%
CCCCN(Cc1ccccc1)S(=O)(=O)c1ccc2[nH]c(=O)oc2c1
 : -1.0%	-19%	-7%	-16%[46.1 µM]	6%	-1%	6%[38.3 µM]	-3%
COc1ccc(Cn2ccnc2SCC(=O)Nc2cccc(NC(C)=O)c2)cc1
 : -0.1%	i	-30%[inhibitor]	1%	-5%	0%	-3%	1%
CN(C)S(=O)(=O)c1ccc(C(=O)NCc2nnc(SCC(=O)Nc3ccc(F)cc3)n2-c2ccc(F)cc2)cc1
 : -2.0%	-8%	6%	17%	-3%	3%	-7%	10%
O=C(O)CCCCCNC(=O)c1ccccc1Br
 : 1.1%	-2%	-6%	0%[46.1 µM]	1%	0%	0%[38.3 µM]	2%
CCCCCn1c(CN2CCN(c3cccc(Cl)c3)CC2)nc2c1c(=O)[nH]c(=O)n2C
 : 0.0%	-9%	-21%	?	0%	0%	-3%[38.3 µM]	2%
COC(=O)C1=C(O)/C(=C\c2ccc(CNC(=O)C(=O)Nc3ccc(C)c(C)c3)o2)N=C1C
 : ?	-10%	-15%	-1%[46.1 µM]	-9%	-4%	-3%[38.3 µM]	27%
Cn1nc(Cc2n[nH]c(=S)n2C)c2ccccc2c1=O
 : 0.1%	-4%	/	3%	3%	/	/	7%
COc1ccc(/C=C/C(=O)NC(=S)NNC(=O)Cc2cccs2)cc1
 : -0.2%	-5%	13µM*	?	?	0%	6%[38.3 µM]	17%

Not all compounds are listed. The share of hits here may be higher or lower than overall.
